HGIII-sPLA2 inh = Inhibits HGIII-sPLA2 liposome hydrolysis, primary screen; Q9NZ20; QFRET BODIPY PC-A2 liposome hydrolysis, fluorescence; inhibition, % at 12.2 µM; 0.56% of 370,000 active; AID 743126;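 active means inhibition above mean plus 3 SD of compounds lying within the high and low control bounds, cut at about 19% in these data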;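 further: 0% = median of test compound wells and 100% = no enzyme DMSO wells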
PLC-beta3 inh = PLC-beta3 (human) inhibition, primary screen. Purified PLC-beta3, fluorogenic substrate, fluorescence. inhibition, % at 12.2 µM. 0.18% of 370,000 active. AID 720704; in the data active means inhibition above about 11%;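 further: 0% = median of compound wells on plate and 100% = full blocker control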
ADAM17 inh = inhibits human ADAM17 | recombinant ADAM17, EDANS/DABCYL FRET peptide cleavage | inhibition, % at 6.95 µM | 0.83% of 370,000 active | AID 720648;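 active means inhibition above the mean of compounds lying between control limits plus 3 SD, set per campaign, cut at about 8.5% in these data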;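 further: 0% = DMSO-only wells as the low control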
Target sequence (P78536 215-824 limits assumed): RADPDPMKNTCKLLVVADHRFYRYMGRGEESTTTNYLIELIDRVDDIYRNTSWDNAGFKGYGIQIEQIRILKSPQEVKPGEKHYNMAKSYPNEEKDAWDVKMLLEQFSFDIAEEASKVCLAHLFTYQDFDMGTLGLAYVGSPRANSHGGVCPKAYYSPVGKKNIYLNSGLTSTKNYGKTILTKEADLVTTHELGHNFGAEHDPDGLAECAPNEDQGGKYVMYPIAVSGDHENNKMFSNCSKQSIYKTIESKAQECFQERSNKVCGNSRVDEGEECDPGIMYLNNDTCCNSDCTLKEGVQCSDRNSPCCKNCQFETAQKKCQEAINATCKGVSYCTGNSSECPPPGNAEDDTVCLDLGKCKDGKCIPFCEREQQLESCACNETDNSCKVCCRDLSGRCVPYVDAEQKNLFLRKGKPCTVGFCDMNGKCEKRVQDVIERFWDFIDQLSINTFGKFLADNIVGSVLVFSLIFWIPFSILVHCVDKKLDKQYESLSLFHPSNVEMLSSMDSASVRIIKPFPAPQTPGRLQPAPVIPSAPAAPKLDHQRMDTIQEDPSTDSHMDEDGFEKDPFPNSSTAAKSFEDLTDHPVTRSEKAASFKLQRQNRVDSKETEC
ADAM10 inh = ADAM10 inhibition, QFRET primary screen. O14672. recombinant ADAM10, EDANS/DABCYL FRET peptide cleavage, 3 h. inhibition, % at 7 µM. 0.62% of 370,000 active;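 active means inhibition above a per-campaign cutoff equal to the mean of compounds falling between control-based bounds plus 3 SD, cut at about 20% in these data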;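 further: 0% = DMSO wells while the 100% control is not disclosed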
DAX1 inh-1 = inhibitors of human orphan nuclear receptor DAX1 (NR0B1); P51843; HEK293 Gal4-DAX1 luciferase reporter, luminescence; AID 504766; 0.99% of 340,000 active; inhibition, % at 6.75 µM;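 active means inhibition above the mean over all tested compounds plus 3 SD, cut at about 4.2% in these data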;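 further: 0% = DAX1-transfected cells with DMSO and 100% = empty-vector control cells with DMSO; inhibition shows as a rise in luminescence from relieved DAX1 repression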
Target sequence (P51843 207-470 limits assumed): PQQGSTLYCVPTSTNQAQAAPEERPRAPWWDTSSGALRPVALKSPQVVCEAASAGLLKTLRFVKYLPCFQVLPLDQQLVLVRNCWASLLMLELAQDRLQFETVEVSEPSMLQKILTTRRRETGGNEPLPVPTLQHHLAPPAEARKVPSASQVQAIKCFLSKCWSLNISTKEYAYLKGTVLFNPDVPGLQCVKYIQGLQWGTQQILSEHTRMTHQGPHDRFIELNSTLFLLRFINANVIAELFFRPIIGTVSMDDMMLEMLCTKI
GAA850 FXN act = increases GAA850 frataxin promoter reporter activity. activation, % at 6 µM. 0.56% of 360,000 active. HEK293 lucGAA850 FXN promoter luciferase reporter, 24 h; percent of 10 µM SAHA response. AID 540364;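 active means activation above the average of all compounds screened plus 3 SD, cutoff fixed separately per campaign, cut at about 7.5% in these data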;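 further: 0% = DMSO wells and 100% = 10 µM SAHA wells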
DAX1 inh-2 = DAX1 (NR0B1) inhibition, primary screen. HEK293T StAR-luciferase reporter, SF-1/DAX-1 repression relief. inhibition, % at 6.8 µM. 1.1% of 370,000 active. AID 652010;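 active means inhibition above the mean over all tested compounds plus 3 SD, cut at about 3.6% in these data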;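 further: 0% = DAX-1 cells with DMSO and 100% = cells lacking DAX-1 with DMSO; higher inhibition means more luminescence from relief of DAX-1 repression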
hcDAF12 agonist = activators of H. contortus DAF-12 nuclear receptor; HEK293 hcDAF-12 lit1-tk-luc reporter, luminescence; 0% DMSO, 100% Δ7-dafachronic acid; AID 652067; 1.4% of 370,000 active; activation, % at 6.8 µM;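 active means activation above the mean of all tested compounds plus 3 SD, cut at about 5.5% in these data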;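 further: 100% = response to 3 µM Δ7-dafachronic acid high control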
ssDAF-12 act = S. stercoralis DAF-12 activation, primary screen; AID 652126; HEK293 ssDAF-12/GRIP1 lit1-tk-luc reporter, luminescence; % of 3 µM dafachronic acid response; 1% of 370,000 active; activation, % at 6.8 µM;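 active means activation above the mean over all tested compounds plus 3 SD, cut at about 0.9% in these data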;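 further: 0% = DMSO-only wells and 100% = 3 µM delta7-dafachronic acid wells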
hgDAF12 agonist = agonists of H. glycines DAF-12 nuclear receptor; AID 687014; HEK293 GAL4-hgDAF12 UAS-luciferase reporter, agonist luminescence; normalized to butyrate control; 1.8% of 370,000 active; activation, % at 6.8 µM;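 active means activation above a cutoff set at the mean of all screened compounds plus 3 SD, cut at about 10% in these data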;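 further: 0% = DMSO wells and 100% = sodium butyrate wells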
PLC-gamma1 inh = inhibitors of human phospholipase C gamma1; purified PLC-gamma1, fluorogenic substrate, fluorescence; inhibition, % at 12.2 µM; 0.84% of 370,000 active; AID 720700; P19174; in the data active means inhibition above about 9.5%
* = called active by the depositor; nt = not tested or not shown.

item	molecule	HGIII-sPLA2 inh	PLC-beta3 inh	ADAM17 inh	ADAM10 inh	DAX1 inh-1	GAA850 FXN act
1	CC(C)(C)NC(=O)NC(=O)COC(=O)c1nc(-c2ccccc2)n(-c2cccc(C(F)(F)F)c2)n1	-4	-2	-3	5	-0.5	0.8
2	COc1cccc(OCc2nnc(SCc3cc(=O)[nH]c4ccccc34)o2)c1	-20	2	-1	-1	0.0	1.3
3	CCCN(CC(=O)Nc1ccccc1C)C(=O)/C=C/c1ccc(OC)c(OC)c1	8	-20	-24	-80	0.8	1.8
4	COc1ccccc1NC(=O)COC(=O)C12CC3CC(CC(Cl)(C3)C1)C2	-4	-5	0	-3	3.5	1.0
5	CC(=O)CC[C@H]1CC[C@]2(CCCN(S(=O)(=O)c3ccccc3)C2)O1	2	0	0	-3	nt	nt
6	OC(c1ccccc1)(c1nc(-c2cccc(C(F)(F)F)c2)cs1)C(F)(F)F (stereo unspecified)	-13	3	14*	26*	nt	2.9
7	CCOc1ccc(N2C(=O)C3ON(c4ccccc4)C(c4ccco4)C3C2=O)cc1 (stereo unspecified)	-12	3	0	3	2.9	1.4
8	C[C@@H]1CN([C@@H](C)CO)C(=O)CCCn2nncc2CO[C@H]1CN(C)S(=O)(=O)c1ccc(Oc2ccccc2)cc1	-3	4	-2	-1	0.4	-2.7
9	CCC1CO/C(=C(\C(=C(Cl)Cl)N2CCOCC2)[N+](=O)[O-])N1 (stereo unspecified)	0	-3	-3	-2	2.5	1.9
10	CC(Oc1ccccc1)C(=O)Nc1cccc([N+](=O)[O-])c1 (stereo unspecified)	-9	3	2	-2	0.4	1.3
11	CCOC(=O)c1c(C)oc2ccc(NS(=O)(=O)c3ccc(C(=O)O)cc3)cc12	-12	1	-5	3	0.0	1.3
12	O=C(COc1ccccc1F)Nc1ccccc1C(=O)NC1CC1	13	-10	-6	-14	0.5	-0.3

item	DAX1 inh-2	hcDAF12 agonist	ssDAF-12 act	hgDAF12 agonist	PLC-gamma1 inh
1	0.5	0.9	-1.2	-0.2	-3
2	0.2	0.3	-2.0	0.3	2
3	-1.3	-1.6	-1.6	-1.2	-15
4	1.6	-0.4	-1.9	3.5	-1
5	0.1	-0.6	-0.8	0.7	-2
6	-0.6	-0.1	-0.5	-0.9	6
7	-0.1	-1.2	-1.1	0.2	-2
8	0.0	-0.4	-1.9	2.6	1
9	0.2	-0.1	-0.8	-0.5	-2
10	-0.1	0.1	-0.6	0.5	2
11	-0.3	0.0	-1.4	1.6	0
12	-0.4	-1.1	-0.4	3.0	2

Full records from above. Order of values: HGIII-sPLA2 inh, PLC-beta3 inh, ADAM17 inh, ADAM10 inh, DAX1 inh-1, GAA850 FXN act, DAX1 inh-2, hcDAF12 agonist, ssDAF-12 act, hgDAF12 agonist, PLC-gamma1 inh
O=C(COc1ccccc1F)Nc1ccccc1C(=O)NC1CC1 is listed with 13, -10, -6, -14, 0.5, -0.3, -0.4, -1.1, -0.4, 3.0, 2
COc1cccc(OCc2nnc(SCc3cc(=O)[nH]c4ccccc34)o2)c1 is listed with -20, 2, -1, -1, 0.0, 1.3, 0.2, 0.3, -2.0, 0.3, 2
CCOC(=O)c1c(C)oc2ccc(NS(=O)(=O)c3ccc(C(=O)O)cc3)cc12 is listed with -12, 1, -5, 3, 0.0, 1.3, -0.3, 0.0, -1.4, 1.6, 0

Further structures.
item	molecule	HGIII-sPLA2 inh	PLC-beta3 inh	ADAM17 inh	ADAM10 inh	DAX1 inh-1	GAA850 FXN act
13	CCOC(=O)c1c(-c2ccc(OC)c(OC)c2)csc1NC(=O)C1CCCO1 (stereo unspecified)	-7	-18	0	4	-2.3	-1.4
14	O=C(NCCCN1CCOCC1)c1cc(-c2ccccc2F)no1	7	-5	-4	7	1.0	3.1
15	CC(C)CN(C(=O)COC(=O)c1cccs1)c1c(N)n(Cc2ccccc2)c(=O)[nH]c1=O	-1	3	0	0	1.4	-0.7
16	CC(C)c1nnc(NC(=O)CCC(=O)NCC2CCCO2)s1 (stereo unspecified)	3	1	-4	-1	1.0	-0.3
17	O=C(Cn1c(=O)c2cccn2c2cccnc21)NCCCN1CCN(c2ccc(F)cc2)CC1	3	-9	-6	-15	0.5	-1.4
18	CC(=O)OCC(=O)C1(O)CCC2C3CCC4=CC(=O)CCC4(C)C3C(O)CC21C (stereo unspecified)	3	3	-3	-2	-0.3	0.8
19	COc1ccc(Cc2c(N)nc(N)nc2N)cc1	-4	0	-3	-10	1.2	1.8
20	O=C(NC1CCCCC1)NC1CC2CCC(C1)N2Cc1nnnn1Cc1ccc2c(c1)OCO2 (stereo unspecified)	1	0	-4	1	-0.7	-0.7
21	O=C(Nc1ccon1)c1cccc(Cl)c1	-1	3	0	1	-0.2	-1.1
22	Cc1sc(NC(=O)CSc2nnnn2C2CCCC2)c(C#N)c1C	0	-1	-2	2	0.8	-1.7
23	CC(c1nnc(SCn2nnc3ccccc3c2=O)n1-c1ccc(Cl)cc1)N(C)C (stereo unspecified)	1	12*	3	13	0.0	0.5
24	COc1ccc([C@@H]2CC=C(C(=O)O)[C@H](c3cccc(Cl)c3)N2S(=O)(=O)c2ccc(C)cc2)cc1OC	-4	-1	-2	12	0.7	-0.7

item	DAX1 inh-2	hcDAF12 agonist	ssDAF-12 act	hgDAF12 agonist	PLC-gamma1 inh
13	-2.5	-2.9	-1.5	-4.8	-9
14	-0.2	-1.0	-0.7	14*	9
15	-0.1	0.1	0.1	5.7	3
16	-0.1	-1.7	-1.0	2.0	0
17	-0.2	0.9	-1.0	0.1	-3
18	3.7*	-0.4	-1.4	-3.1	-1
19	0.3	-0.9	-1.3	2.0	2
20	-0.3	-2.6	-0.9	3.1	-1
21	0.1	-0.5	-2.1	0.1	1
22	0.5	0.9	-1.2	-1.4	2
23	0.8	-0.1	-1.1	1.2	3
24	1.1	-1.7	-1.1	1.6	2

item	molecule	HGIII-sPLA2 inh	PLC-beta3 inh	ADAM17 inh	ADAM10 inh	DAX1 inh-1	GAA850 FXN act
25	COC(=O)N[C@H](CC(C)=O)c1cccc(C(F)(F)F)c1	4	1	-2	1	1.1	1.5
26	COc1ccc(C)cc1S(=O)(=O)N1CCC2(CC1)OCCN2S(=O)(=O)c1cccs1	-6	0	-4	3	-1.0	-0.1
27	O=C(c1ccccc1)c1cnc(-c2ccc(Cl)cc2)s1	-1	-1	-1	-2	5.0*	4.4
28	COc1ccc(NC(=O)c2cnn(-c3ccccc3)c2C)cc1OC	-2	0	-3	-15	-1.4	2.4
29	N#CCN1C(=O)NC2(CCCc3sccc32)C1=O (stereo unspecified)	-1	-8	-3	-10	0.4	-0.9
30	CN(c1ccc(C(=O)NCCc2ccccc2)cc1)S(C)(=O)=O	3	1	2	-1	0.4	4.4
31	O=C(NC1CCCCC1)[C@H](CSCc1ccccc1)N1Cc2ccccc2C1=O	-1	8	7	22*	0.1	-2.8
32	CC(C)(C)c1nnc(NC(=O)CS(=O)(=O)Cc2ccccc2)s1	-12	-1	-4	-4	-1.5	1.6
33	Cc1onc(-c2ccccc2)c1C(=O)Nc1nc(-c2cc(F)ccc2F)cs1	1	-141	-2	-10	3.1	2.0
34	O=C(Nc1ncc2c(n1)CC(c1ccc(Cl)cc1)CC2=O)c1ccco1 (stereo unspecified)	-8	-6	-4	-14	-1.8	1.4
35	CC1=NC(C)(C)Cc2ccccc21	2	-4	-5	-17	0.1	0.2
36	CN(Cc1ccc(Cl)cc1)C(CCc1ccccc1)C(=O)NC1CCCCC1 (stereo unspecified)	4	4	3	4	nt	nt

item	DAX1 inh-2	hcDAF12 agonist	ssDAF-12 act	hgDAF12 agonist	PLC-gamma1 inh
25	-0.1	-0.3	-1.1	2.8	1
26	3.2	-0.8	-0.2	1.6	3
27	2.4	1.5	-0.1	12*	-2
28	0.7	4.5	0.2	5.4	-1
29	-0.3	1.5	-0.6	1.9	-2
30	4.4*	4.6	-0.3	8.7	4
31	0.6	0.5	-1.4	-0.5	4
32	0.2	0.1	-1.6	-2.0	0
33	0.7	2.8	-0.9	8.7	-1
34	-0.5	-3.0	-1.6	-4.0	5
35	0.6	-0.5	-0.6	2.0	-3
36	0.1	-0.3	-0.2	0.3	4

item	molecule	HGIII-sPLA2 inh	PLC-beta3 inh	ADAM17 inh	ADAM10 inh	DAX1 inh-1	GAA850 FXN act
37	CC1CCCN(c2nc3ccccc3nc2C(C#N)S(=O)(=O)c2ccccc2)C1 (stereo unspecified)	-11	-106	-24	-90	0.4	0.8
38	CC(C)OC(=O)CN1CCN(C2c3ccccc3-c3ccccc32)CC1	-4	1	5	4	-0.2	-0.9
39	O=C1C(c2ccc(F)cc2)N(Cc2ccc3c(c2)OCO3)C(=O)CN1C1CCCCCC1 (stereo unspecified)	2	2	-3	-1	2.1	2.1
40	C/C(=N\NC(=O)c1cccs1)C(C)(C)C	-1	9	2	9	1.9	3.6
41	CC(=O)Nc1ccc(S(=O)(=O)NCC(=O)NC(C)c2ccc(S(N)(=O)=O)cc2)cc1 (stereo unspecified)	1	-2	-2	2	0.7	2.1
42	O=S(=O)(c1cccc2cccnc12)N1CCN(c2ccccc2)CC1	2	1	-3	-2	-0.3	1.6
43	O=C(NCC1CCCO1)Nc1ccc2c(c1)OCO2 (stereo unspecified)	5	0	-5	-2	1.3	2.3
44	CCOc1ccccc1C(=O)OCC(=O)NCCNC(=O)COC(=O)c1ccccc1OCC	-4	-4	-1	-3	-0.1	-0.4

item	DAX1 inh-2	hcDAF12 agonist	ssDAF-12 act	hgDAF12 agonist	PLC-gamma1 inh
37	0.7	-1.2	-1.0	0.2	-87
38	1.4	-1.7	-1.0	2.0	7
39	-0.5	-1.4	-1.7	-1.2	0
40	2.8	1.4	-0.8	18*	-1
41	0.0	0.9	-0.2	-1.1	4
42	-0.2	0.7	-1.3	-1.6	5
43	1.0	0.0	-0.9	5.9	-1
44	0.4	-2.3	-1.3	0.3	3

Screens: PubChem BioAssay, The Scripps Research Institute Molecular Screening Center
